High-throughput results from PubChem BioAssay.
RORgamma inh – blocks mouse ROR gamma transcriptional activity | 310,000 tested, 5.4% active | Drosophila S2 Gal4-RORgamma UAS-luciferase reporter, 20 h | P51450 | Potency, µM (doses to about 53.6 µM), for inactives: top-dose activity change, negative = inhibition, hits mostly inhibitors; also: potency is read from the fitted curve at half-maximal effect; % is scaled to controls: 0 for no effect and ±100 for the full control effect; nearly all actives have a fitted effect of over 60% in size
Target sequence (P51450 whole entry, looked up, the tested form may be a part): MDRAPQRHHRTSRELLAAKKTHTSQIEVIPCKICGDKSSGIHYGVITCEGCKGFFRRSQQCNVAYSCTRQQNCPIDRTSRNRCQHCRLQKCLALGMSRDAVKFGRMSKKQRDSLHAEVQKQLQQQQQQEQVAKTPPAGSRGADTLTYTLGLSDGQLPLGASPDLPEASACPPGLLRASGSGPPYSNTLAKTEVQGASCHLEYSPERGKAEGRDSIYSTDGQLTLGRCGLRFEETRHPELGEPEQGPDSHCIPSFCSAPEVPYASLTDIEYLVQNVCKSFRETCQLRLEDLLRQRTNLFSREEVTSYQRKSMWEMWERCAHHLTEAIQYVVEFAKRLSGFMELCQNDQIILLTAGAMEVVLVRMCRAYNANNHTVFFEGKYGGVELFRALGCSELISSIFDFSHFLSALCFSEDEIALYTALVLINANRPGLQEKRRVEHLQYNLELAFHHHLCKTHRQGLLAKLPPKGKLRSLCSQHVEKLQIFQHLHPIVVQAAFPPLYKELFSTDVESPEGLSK
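A Gal4/UAS one-hybrid system in insect cells: metallothionein-promoter Gal4–ROR gamma fusion plus Photinus luciferase reporter. Copper sulfate 700 uM final, 20 hr ambient incubation, luminescent detection after 10 min with reagent.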
ELG1 genotoxic – inducers of genotoxicity in HEK293T ELG1-luciferase cells. HEK293T ELG1-luciferase reporter, luminescence, 16 h. Potency, µM (doses to about 46 µM), inactives show at the highest dose activity change, positive = activation, most hits filed as activators. 330,000 tested, 1.3% active. AID 504466; also: potency is read from the fitted curve at half-maximal effect; % of control where 0% means no effect; nearly all actives have a fitted effect of over 60% in size
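Screening used a luciferase reporter fused to human ELG1 in HEK293T cells. Luminescence was read on a CCD plate imager after 16 hr exposure and 30 min ONE-Glo incubation.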
FLuc counter – inhibits or activates purified firefly luciferase, miR-21 counter-screen | 360,000 tested, 6.9% active | Potency, µM (titrated, usually from 57.5 µM), without a hit: top-dose activity change, negative = inhibition, hits mostly inhibitors | AID 588342 | purified FLuc, Km substrates, luminescence inhibition | P08659;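 also: potency is read from the fitted curve at half-maximal effect; plate controls were vehicle for no effect and reference inhibitor for full effect; nearly all actives have a fitted effect of over 55% in size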
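Purified P. pyralis luciferase (10nM final) with 10uM D-luciferin and 10uM ATP (Km levels) in 50mM Tris acetate pH 7.5, 10mM Mg acetate, 0.01% Tween-20, 0.05% BSA; qHTS 6-point titration, ~60 µM downward; luminescence read.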
Giardia killer – Giardia lamblia killing; Giardia lamblia trophozoite viability; activity change, % at 7.66 µM, hits read low; 340,000 tested, 0.15% active; AID 540267; in the data active = activity change below about -80%; inconclusive = between about -30% and that limit;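 also: parasites exposed to compound for two days anaerobically before the ATP read; % is scaled to controls: 0 for no effect and ±100 for the full control effect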
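Anaerobic 48 hrs incubation at 37 deg C of 100 trophozoites/well with test compounds; ATPLite 1-Step luminescence, 15-30 min RT, reports cellular ATP as viability.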
Gal4-VP16 FLuc – counter-screen for ROR gamma inhibitors: Gal4-VP16 reporter. Drosophila S2 Gal4-VP16 UAS-luciferase, luminescence, 20 h. Potency, µM (doses to about 53.6 µM), inactives show at the highest dose activity, negative = inhibition, hits mostly inhibitors. 310,000 tested, 3.5% active;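 also: Gal4-VP16 expression switched on by copper sulfate through the metallothionein promoter; potency is read from the fitted curve at half-maximal effect; % is scaled to controls: 0 for no effect and ±100 for the full control effect; nearly all actives have a fitted effect of over 50% in size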
Rab9 promoter act – Rab9 promoter activation; Potency, µM (highest dose often 9.22 µM), for the others: at the top dose activation, negative = inhibition, actives largely listed as activators; Huh7 Rab9 promoter-luciferase reporter, luminescence, 24 h; 320,000 tested, 2.8% active; AID 485297; also: potency is read from the fitted curve at half-maximal effect; % of control where 0% means no effect; nearly all actives have a fitted effect of over 60% in size
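Cell-based reporter: Huh7 stable for Rab9 promoter-driven luciferase, plated in reduced-serum medium with 10% FBS at 1500 cells/well, compound-treated 24 h at 37 °C, luminescence read after 10 min reagent.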
Tb PFK inh – inhibitors of T. brucei phosphofructokinase; O15648; T. brucei PFK, ADP-Glo luminescence; Potency, µM (series often up to 57.5 µM), without a hit: top-dose activity, negative = inhibition, most hits filed as inhibitors; 330,000 tested, 0.17% active;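 also: potency is read from the fitted curve at half-maximal effect; 0% = uninhibited 1x PFK enzyme wells and -100% = no-enzyme wells; nearly all actives have a fitted effect of over 60% in size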
Target sequence (O15648 whole entry, looked up): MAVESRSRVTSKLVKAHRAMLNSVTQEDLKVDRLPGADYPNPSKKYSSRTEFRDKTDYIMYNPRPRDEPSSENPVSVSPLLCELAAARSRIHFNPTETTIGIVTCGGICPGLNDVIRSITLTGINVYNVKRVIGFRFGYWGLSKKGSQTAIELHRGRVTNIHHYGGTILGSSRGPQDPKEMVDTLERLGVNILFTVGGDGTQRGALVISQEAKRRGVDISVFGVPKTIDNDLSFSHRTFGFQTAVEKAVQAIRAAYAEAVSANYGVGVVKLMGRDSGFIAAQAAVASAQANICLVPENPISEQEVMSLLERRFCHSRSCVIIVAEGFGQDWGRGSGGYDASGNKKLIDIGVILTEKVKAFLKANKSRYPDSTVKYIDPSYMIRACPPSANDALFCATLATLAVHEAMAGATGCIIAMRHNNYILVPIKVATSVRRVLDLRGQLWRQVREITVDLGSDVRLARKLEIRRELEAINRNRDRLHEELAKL
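ADP-Glo luminescence quantified ADP after 45 min at room temperature, with 1.25 nM T. brucei PFK, 0.1 mM ATP and 0.5 mM fructose-6-phosphate in pH 8.0 TEA buffer. qHTS titrations up to 57 µM; curves classified by quality.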
uPA surface inh – inhibitors of cell surface uPA generation. cell surface uPA generation assay, qHTS. Potency, µM (highest dose often 38.3 µM), for inactives: top-dose activity change, negative = inhibition, hits mostly inhibitors. 330,000 tested, 0.31% active; active = well fitted inhibition curve with a large enough effect; inconclusive = small, poorly fitted or top-dose-only effect; inactive = no such curve, though single readings can be large or run the other way; tested in mouse RAW 264.7 cells; also: potency is read from the fitted curve at half-maximal effect; % is scaled to controls: 0 for no effect and ±100 for the full control effect; nearly all actives have a fitted effect of over 55% in size
NPC1 promoter act – activators of NPC1 promoter. Huh7 NPC1 promoter luciferase reporter, 24 h. Potency, µM (series often up to 9.22 µM), for the others: at the highest dose activation, most hits filed as activators. 320,000 tested, 2.4% active. AID 485313;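 also: potency is read from the fitted curve at half-maximal effect; % of control where 0% means no effect; nearly all actives have a fitted effect of over 60% in size; reporter is driven by a mutant NPC1 promoter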
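Quantitative HTS used a cell-based reporter: Huh7 cells stably bearing the NPC1 promoter upstream of luciferase were treated with compounds for 24 h, and promoter activation was read as luminescence.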
KCNH2 3.1 inh – inhibitors of human KCNH2 3.1 potassium channel isoform; 340,000 tested, 0.95% active; activity change, % (tested at about 1.8 µM); U2OS KCNH2 3.1, thallium flux FluxOr; hits give low values; AID 720553;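 active = maximum activity change below -70%; inconclusive = maximum activity change from -70% to -50%; inactive = maximum activity change above -50%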;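 also: thallium influx rate constant from kinetic fluorescence after stimulation buffer; % is scaled to controls: 0 for no effect and ±100 for the full control effect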
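U2OS cells transduced with KCNH2 3.1 mutant virus (1.77 x 10^8 /mL, 4 h), plated overnight at 37 C, loaded 45 min with FluxOr dye plus Red40 quencher. Thallium flux rate constant from kinetic reads after stimulation buffer, normalised to controls.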
FBPA coupling cs – coupling enzyme interference in Giardia aldolase counter-screen | 290,000 tested, 0.67% active | coupling enzyme system counterscreen, AmpLite Red fluorescence | activity change, negative = inhibition, % at 58.2 µM, hits read low; in the data active = activity change below about -30%; also: % is scaled to controls: 0 for no effect and ±100 for the full control effect
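Final compound at 57.5 uM, incubated 10 min at RT with coupling enzyme reagent (glyceraldehyde-3-phosphate), then 20 min with substrate and AmpLite Red detection. Fluorescence read at 525/598 nm; tests interference with the coupling assay, not aldolase inhibition.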
Active calls of the source: *; ? = inconclusive; nt = no result given; & = joins results of further samples; [ ] = remark or other dose. Unless noted, calls follow the shape of the dose curve; as a rule, active = well fitted curve in the direction sought with a large enough effect; inconclusive = small, poorly fitted or top-dose-only effect, or another doubt; inactive = no such curve, though single readings can be large; an effect the other way counts as inactive or inconclusive.

SMILES	RORgamma inh	ELG1 genotoxic	FLuc counter	Giardia killer	Gal4-VP16 FLuc	Rab9 promoter act	Tb PFK inh	uPA surface inh	NPC1 promoter act	KCNH2 3.1 inh	FBPA coupling cs
Cc1cccc(NC2=NC(C)(C)N=C(N)N2)c1	12%	-16%	1%	-4	4%	1%	-7%	-15%	-5%	-1	-4
COc1ccccc1CNC(=O)CCCc1nnc2n(C)c(=O)c3sccc3n12	-9%	-1%	2%	25	2%	-2%	-8%	20%	0%	-6	1
CC1CC(C)(C)Nc2ccc(N=O)cc21 (centres undefined)	13%	12%	-11%	-7	3%	18%	6%	43%[activator]	-8%	12	0
CCc1nc2ccccc2c(=O)n1NCCc1ccccc1	20%	-1%	-16%	4	-8%	0%	1%	3%	-2%	-1	-2
CCOc1[nH]n(-c2ccccc2)c(=O)c1C=Nc1ccc(C(=O)OC)cc1	25%	5%	-8%	3	-8%	-2%	-8%	-1%	0%	-5	0
CCOC(=O)c1c[nH]c2ccc3ccccc3c2c1=O	8%	-4%	?	-3	0%	0%	1%	-9%	-1%	-4	-2
O=C(CSc1nnc(NC(=O)c2ccco2)s1)Nc1ccccc1Cl	-2%	2%	?	-11	18%	4%	-1%	-2%	2%	8	2
CCN(CC)c1nc2cc(OC)ccc2cc1C#N	?	-7%	1%	-18	-2%	-13%	-1%	5%	-4%	11	-3
COc1ccc(Cl)cc1-n1c(=S)sc2c(=O)[nH]c(SCC(=O)C(C)(C)C)nc21	26%	-7%	0%	7	-3%	0%	-6%	5%	-3%	-11	3
Cc1nn(C)c(C)c1NS(=O)(=O)c1ccc(Cl)s1	nt	-3%	nt	37[activator]	nt	nt	4%	7%	nt	8	nt
COc1ccc(C(=O)O)cc1S(=O)(=O)NC(C)(C)C	20%	3%	-1%	-13	-4%	-6%	1%	4%	0%	16	2
CC(C)N(Cc1cc2ccccc2[nH]c1=O)C(=O)C(C)(C)C	?	0%	2%	-4	-9%	11%	-4%	9%	-6%	-7	0
O=C(CSc1nccn1-c1ccccc1)Nc1ccc2c(c1)OCO2	17%	3%	?	-7	2%	5%	4%	9%	3%	-1	4
CCC(C)n1[nH]c(=O)c2c(C)cc(C)nc21 (centres undefined)	5%	0%	2%	20	-8%	-5%	2%	-3%	-3%	0	-16
Cc1c(OCC(=O)NCCCn2ccnc2)ccc2c3c(c(=O)oc12)CCC3	-23%	5%	1%	10	-1%	-1%	2%	-10%	1%	-3	nt
COc1ccc(Nc2nc(-c3cccs3)nc3ccccc23)c(OC)c1	-3%	-4%	?	9	-6%	-1%	-1%	1%	-1%	-18	-2
COc1ccc(Cl)cc1NC(=O)C1Cc2ccccc2CN1S(C)(=O)=O (centres undefined)	-20%	2%	-2%	14	-22%	4%	-8%	1%	7%	-17	1
Cc1nc(C(=O)NNC(=O)c2c(-c3c(Cl)cccc3Cl)noc2C)cs1	2.8µM*	?	0%	-4	8.9µM*	-16%	0%	3%	-9%	4	-2
CCCCOc1ccc(C(=O)C(CN2CCOCC2)c2ccccc2)cc1 (centres undefined)	?	-19%	6%	3	?	-26%	-13%	-13%	-10%	-1	-1
C=CCC[C@@H](Cc1ccc(F)cc1)C(=O)OC[C@@H](NC(=O)[C@@H](CC=C)CC(=O)N[C@H](CO)Cc1ccccc1)C(C)(C)C	nt	-4%	nt	-9	nt	nt	0%	?	nt	?	nt
Cc1cc(C(=O)N/N=C/c2c(C)nn(-c3ccccc3)c2C)n[nH]1	3%	8%	17µM*	1	8%	22%	1%	2%	20%	-10	2
CC(C)CCN(CC(=O)NC1CCCC1)C(=O)C(=O)Nc1ccc2c(c1)OCCO2	-1%	13%	3%	-2	-5%	0%	-2%	1%	-1%	-4	1
COc1ccc(OC)c(N(CC(=O)NC2CC2)S(=O)(=O)c2ccc(C)cc2)c1	-12%	-9%	-3%	11	-8%	0%	-1%	-2%	3%	-1	-1
Cc1ccc(-c2csc(Nc3ccccc3)[n+]2CCc2ccccc2)cc1	21%	-8%	1%	-4	?	1%	-3%	10%	0%	0	-3
OCCN(Cc1ccccc1)CC(O)COc1ccc(-c2ccccc2)cc1 (centres undefined)	?	1%	?	7	?	-3%	-3%	-6%	5%	-1	-3
CCn1c(SCC(=O)NCc2ccco2)nnc1-c1c[nH]c2ccccc12	2%	0%	3%	2	1%	-5%	1%	nt	1%	12	3
CC(C)(C)C(=O)NC1=NN(c2c(Cl)cc(Cl)cc2Cl)C(=O)C1	?	-3%	3%	-14	22%	-3%	2%	3%	-11%	0	2
CCCCNC(=O)OCCSCCS(=O)(=O)c1ccc(Cl)cc1	11%	-1%	1%	-7	7%	2%	-7%	-4%	0%	6	7
CCC(CC)c1nnc(NC(=O)c2c(C)nn(Cc3ccccc3Cl)c2C)s1	11µM*	-1%	12%	7	?	-11%	5%	1%	0%	-7	3
Nc1cc(-c2ccccc2)nn1Cc1ccc(Cl)cc1	44%	-2%	?	-9	17%	-6%	2%	12%	-2%	4	-2
CCCc1cc(=O)[nH]c(SCC(=O)N2CCOCC2)n1	-14%	-3%	-1%	9	8%	1%	-1%	0%	-1%	0	3
Cc1ccc(Cn2nnnc2CN2CCC(NC(=O)c3ccc(Br)cc3)CC2)cc1	6%	-5%	-17%	-12	3%	1%	4%	-7%	3%	?	0
O=C(CNC(=O)c1ccccc1F)Nc1ccncc1	nt	1%	-1%	11	nt	-3%	0%	4%	1%	-5	nt
COc1ccccc1-c1cc(C(=O)N2CCc3ccccc3C2)c2ccccc2n1	?	-6%	0%	nt	6%	0%	-1%	nt	-5%	nt	3
COc1ccccc1-c1nc(C#N)c(N2CCN(Cc3ccccc3)CC2)o1	-1%	-2%	?	-5	-13%	0%	0%	-4%	0%	17	-7
O=C(C1CCCN(Cc2cc(Br)ccc2O)C1)N1CCCCC1 (centres undefined)	-1%	-6%	-1%	-5	-10%	-6%	0%	-5%	-3%	-9	3
Oc1ccccc1-c1nc(/C=C/c2ccccc2)nn1-c1ccccc1	-6%	2%	?	-14	-18%	9%	-3%	13%	5%	33	1
O=c1c2c(nc3cc(-c4ccc(Br)cc4)[nH]n13)CCCC2	-6%	-3%	7%	0	-11%	-2%	5%	-3%	-3%	-9	2
CCOC(=O)c1ccc(NC(=O)c2nc[nH]c2C(=O)NCC(=O)OC(C)(C)C)cc1	7.1µM*	-3%	7%	4	16µM*	-11%	2%	2%	-1%	nt	-4
CCOC(=O)C(CC)Sc1nc2c(cnn2-c2ccccc2)c(=O)[nH]1 (centres undefined)	12%	-2%	2%	14	-7%	-1%	0%	-20%	-4%	-7	4
O=C(NCc1ccc(F)cc1)C1CCCN(C(=O)NCc2ccccc2)C1 (centres undefined)	-9%	0%	1%	9	6%	3%	-4%	-3%	1%	8	-1
Cc1cc(C)n2nc(-c3sccc3-n3cccc3)cc2n1	10%	-1%	-9%	-8	7%	2%	0%	-1%	-5%	-5	3
COc1ccc(-c2cc(=O)c3cc(OC)ccc3o2)cc1	-14%&-1%	?	0.21µM*	?	3%&-9%	0.25µM*	-4%	1.4µM*	0.5µM*	0	3&2
Cc1ccc(-c2noc(CNC(=O)c3ccc4c(c3)OCO4)n2)cc1	26%	1%	5%	0	2%	3%	-1%	15%	-2%	0	0
O=C(COc1ccccc1[N+](=O)[O-])N1CCN(c2ccccn2)CC1	nt	3%	-1%	6	nt	-3%	1%	-1%	0%	-6	nt
CCOC(=O)CSc1nc2ccccc2n1CC(=O)N(C(C)C)C(C)C	-7%	1%	2%	-6	3%	-1%	-4%	nt	0%	1	1
CC1(C)NC(=O)N(CC(=O)OCC(=O)NC(=O)c2ccccc2)C1=O	nt	-3%	-2%	-2	nt	0%	7%	-2%	-1%	-12	nt
CC(C)CNC(=O)C1CCN(S(=O)(=O)c2ccc3c(c2)OCCO3)CC1	nt	1%	6%	-4	nt	-5%	-13%	2%	0%	-3	nt
COc1ccccc1C(=O)NCCC(=O)N1CCCCCCC1	nt	4%	2%	4	nt	-4%	0%	2%	-1%	-7	nt
O=C(O)c1ccc(/C=N/NC(=O)c2cc3ccccc3cc2O)cc1	nt	0%	nt	-15	nt	nt	-1%	3%	nt	0	nt
Cn1c(C(=O)N2CCN(c3ccccc3)CC2)cc2cc(Cl)ccc21	22%	0%	-4%	19	-12%	0%	-1%	0%	-1%	6	2
COCCN1CCn2c(nc3cc([N+](=O)[O-])ccc32)C1	5%	3%	-1%	-4	-2%	1%	1%	4%	-2%	5	-1
